Assay outcomes from PubChem BioAssay.
Bcl-xL primary – inhibitors of human Bcl-xL, primary screen, biochemical, fluorescence polarization, HTS; GST-Bcl-xL / FITC-Bim BH3 peptide fluorescence polarization; inhibition, % at 10.9 µM; hit rate 0.7% among 320,000;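 active means inhibition above the mean of all tested compounds plus 3 SD, cutoff set per campaign, cut at about 30% in these data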;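 further: 0% = DMSO wells and 100% = unlabeled Bim-BH3 peptide competitor; inhibitors lower millipolarization by displacing the labeled peptide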
Target sequence (Q07817 whole entry, looked up): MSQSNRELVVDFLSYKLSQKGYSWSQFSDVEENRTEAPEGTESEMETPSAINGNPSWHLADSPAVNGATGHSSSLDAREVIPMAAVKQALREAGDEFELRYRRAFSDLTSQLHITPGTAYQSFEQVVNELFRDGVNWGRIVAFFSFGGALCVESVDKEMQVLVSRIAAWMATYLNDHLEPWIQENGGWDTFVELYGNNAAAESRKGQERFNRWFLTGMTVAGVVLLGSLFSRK
MCL1 BIM primary – inhibitors of MCL1 binding to BIM-BH3, primary screen, biochemical, fluorescence polarization; Induced myeloid leukemia cell differentiation protein Mcl-1 (Homo sapiens), Q07820; GST-MCL1 / FITC-Bim-BH3 fluorescence polarization; inhibition, % at 10.9 µM; hit rate 0.68% among 320,000;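 active means inhibition above the mean inhibition of all tested compounds plus 3 SD, set per campaign, cut at about 40% in these data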;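 further: 0% = DMSO wells and 100% = unlabeled Bim-BH3 peptide control; higher means more loss of mP so more displacement of Bim peptide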
PME-1 inh – PME-1 inhibitors via competitive probe labeling, primary screen, biochemical, fluorescence polarization, FP-Rh probe, HTS; recombinant PME-1; AID 2130, 2009; hit rate 0.53% among 320,000; inhibition, % at 5.9 µM;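 active means inhibition above the campaign mean of all compounds plus 3 SD, cut at about 26% in these data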;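 further: competitive labeling of PME-1 active site by serine hydrolase directed probe; 0% = PME-1 with DMSO and 100% = wells lacking PME-1 enzyme; inhibitors block probe labeling so polarization falls and inhibition rises; many of its hits are not listed in these tables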
VLA-4 inh – inhibition in human VLA-4 binding assay, primary screen, VLA-4 allosteric modulator project, MLPCN library, flow cytometry, VLA-4 expressing cells; Integrin alpha-4 (Homo sapiens), P13612; ligand binding flow cytometry; hit rate 0.2% among 330,000; inhibition, % (about 7 µM as worked out from the volumes in the protocol); in the data active means inhibition above about 50%
GLD-1 RNA inh – GLD-1/TGE RNA complex disruptors, primary screen, biochemical, fluorescence polarization. inhibition, % at 5.96 µM. purified GLD-1 + fluorescein TGE RNA. AID 2280, 2010. hit rate 0.44% among 320,000;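 active means percent inhibition above a per-plate cutoff, the plate mean of test compounds plus 3 SD, cut at about 30% in these data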;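 further: 0% = DMSO wells with GLD-1 and probe and 100% = wells lacking GLD-1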
MEX-5 binding – MEX-5 zinc finger RNA-binding disruptors – biochemical, C. elegans, fluorescence polarization, MLPCN library, primary screen | Zinc finger protein mex-5 (Caenorhabditis elegans), Q9XUB2 | AID 1832, 2009 | MEX-5/FITC-TCR2 RNA binding; stronger effect = lower value | activity score (negative = inhibition of binding), % at 10 µM | hit rate 0.38% among 300,000;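 active means inhibition past about -25% in most replicates, and total fluorescence under double the plate's negative control median, limit read from the data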;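 further: 0% = DMSO and -100% = 5 µM competing unlabeled TCR2 RNA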
Fam108B counter – mouse Fam108B serine hydrolase inhibitors, primary screen, counter-screen for RBBP9 inhibitor project, biochemical, fluorescence polarization | recombinant Fam108B, FP-Rh probe fluorescence polarization | inhibition, % at 9.51 µM | hit rate 0.33% among 300,000;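 active means inhibition above the screen mean inhibition plus 3 SD, computed separately per campaign, cut at about 18% in these data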;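 further: inhibitors lower polarization as less probe binds the enzyme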
Efflux pump mplx – inhibitors of Candida efflux pumps in yeast, primary screen, S. cerevisiae, Nile Red, multiplex; inhibition, % at 10 µM; hit rate 0.44% among 330,000; AID 485275, 2010; S. cerevisiae Candida pump triplex;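 active means plate passing quality check with inhibition over a set limit, or well fluorescence over plate mean plus 4 SD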;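 further: Nile Red retained in pooled yeast measured as flow cytometry median fluorescence; 0% = buffer negative control and 100% = Enniatin B positive control; higher means more Nile Red kept so more efflux inhibition; some compounds called inactive have numbers as strong as hits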
GRK2 aptamer HTS – compounds blocking aptamer binding on GRK2 – biochemical, human GRK2, bead flow cytometry, HTS, primary screen; Beta-adrenergic receptor kinase 1 (Homo sapiens), P25098; inhibition of aptamer binding, % at 10 µM; hit rate 0.59% among 330,000; AID 488847, 2010; FAM-aptamer displacement from GRK2;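 active means inhibition of aptamer binding above 40%, roughly 3 SD of noise, on plates passing a quality check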;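 further: median bead fluorescence of bound FAM aptamer so fluorescent compounds give negative values; no value below 0 was filed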
Target sequence (P25098 whole entry, looked up): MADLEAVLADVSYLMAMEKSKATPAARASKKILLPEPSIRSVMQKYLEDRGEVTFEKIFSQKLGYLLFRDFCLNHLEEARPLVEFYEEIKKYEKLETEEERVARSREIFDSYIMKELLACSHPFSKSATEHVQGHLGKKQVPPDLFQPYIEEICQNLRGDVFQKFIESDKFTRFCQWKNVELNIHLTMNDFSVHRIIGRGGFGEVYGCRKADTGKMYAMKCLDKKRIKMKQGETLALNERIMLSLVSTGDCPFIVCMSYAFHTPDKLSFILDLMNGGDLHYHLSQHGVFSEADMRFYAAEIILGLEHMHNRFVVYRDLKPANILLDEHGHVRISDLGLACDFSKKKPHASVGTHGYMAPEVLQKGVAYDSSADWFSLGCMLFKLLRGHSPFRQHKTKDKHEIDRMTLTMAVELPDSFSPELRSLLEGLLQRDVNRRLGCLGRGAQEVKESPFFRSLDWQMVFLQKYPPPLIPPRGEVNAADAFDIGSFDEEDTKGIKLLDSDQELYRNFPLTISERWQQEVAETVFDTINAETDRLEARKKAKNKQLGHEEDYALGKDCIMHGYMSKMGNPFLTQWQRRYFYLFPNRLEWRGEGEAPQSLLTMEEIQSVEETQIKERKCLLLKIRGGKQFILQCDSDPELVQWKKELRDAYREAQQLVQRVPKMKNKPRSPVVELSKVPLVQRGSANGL
* = called active by the depositor; . = no result given. Some of the compounds tested; count on the stated rates, not on these rows.

The line under a structure holds: VLA-4 inh, Bcl-xL primary, MCL1 BIM primary, GLD-1 RNA inh, Efflux pump mplx, GRK2 aptamer HTS, PME-1 inh, MEX-5 binding, Fam108B counter
1) COc1ccccc1/C=N/Nc1cc(N(C)C)nc(N(C)C)n1
  5.3, 7.2, 22.5, 4.8, -0.2, 0.0, 7.4, 0.5, 4.9
2) NC(=O)CNC1CC(=O)N(CCc2ccccc2)C1=O (stereo unspecified)
  -3.2, -0.8, 1.4, 2.8, 0.0, 0.0, 4.7, -3.1, 1.3
3) O=C(NC1CCCc2ccccc21)c1ccc(Br)cc1 (stereo unspecified)
  14.5, -1.6, -2.0, 2.9, 0.3, 0.0, -3.7, ., -0.5
4) CC(=O)c1ccc(OCCCC(=O)Nc2cccc(S(=O)(=O)N(C)C)c2)cc1
  -6.4, 2.9, -0.9, 4.3, 0.0, 17.0, 6.6, -0.5, 1.0
5) CNS(=O)(=O)c1ccc(NC(=O)c2ccc(Cl)cc2Cl)cc1
  16.5, 6.4, 16.3, 6.1, -0.3, 2.0, -10.6, 0.6, -2.9
6) COC(=O)c1ccc(/C=C2/SC(=S)N(CCC(=O)NCCCN3CCOCC3)C2=O)cc1
  -6.2, 4.2, 7.3, 10.6, 0.0, 0.0, -8.7, -0.2, 3.5
7) O=C(CN1CCN(c2ccccc2O)CC1)Nc1ccc2c(c1)OCCCO2
  8.5, -2.7, -6.5, 0.1, 0.2, 8.0, -4.2, ., .
8) Cc1cc(NC(=O)CSCC(=O)Nc2nc3c(C)cccc3s2)no1
  14.0, -3.5, -10.0, -1.0, 0.1, 0.0, -4.3, 2.0, -4.5
9) COCC(=O)Nc1cc(=O)n(C)c(=O)n1C
  8.6, 7.2, 0.2, 4.1, 0.1, 3.0, -3.6, 2.0, 0.9
10) O=S(=O)(NCCSc1ccccn1)c1ccc(Br)cc1
  0.6, 7.5, 0.1, -3.6, -0.1, 4.0, -3.1, 1.7, 3.0
11) Cc1ccc(S(=O)(=O)CCc2nnc(NC(=O)c3cccs3)s2)cc1
  4.1, 3.9, 0.7, -6.2, 0.1, 0.0, -0.8, -2.2, 1.6
12) COc1cccc(NC(=O)N2CCCC2)c1
  4.1, 9.7, 13.5, 1.8, -0.1, 0.0, 0.9, -0.8, 2.1
13) Cc1ccc(C(=O)NCc2ccco2)cc1S(=O)(=O)N1CCCCC1
  7.1, 4.4, 3.7, 5.7, 0.1, 2.0, 3.9, -1.4, 1.0
14) CCN(CC(=O)Nc1c(F)cccc1F)C(=O)/C=C/c1ccc(C)o1
  46.3, -2.1, -6.9, -1.1, 0.1, 9.0, -4.7, -2.7, 2.4
15) CNS(=O)(=O)c1c(C)cc(C)c(N(C)S(=O)(=O)c2ccccc2)c1C
  2.3, 4.2, 1.8, 1.2, 0.0, 0.0, 0.9, 0.4, -2.0
16) O=C(CN(C(=O)C1CSC(=O)C1)c1ccc(F)cc1)NCc1ccc2c(c1)OCO2 (stereo unspecified)
  21.5, 0.5, -1.8, -3.7, 0.0, 0.0, -3.1, 4.2, -0.2
17) Cn1cc2ccc([N+](=O)[O-])cc2n1
  11.3, 2.3, 1.2, 7.2, 0.1, 0.0, 3.3, -1.9, 3.0
18) Cc1ccc(N/C(SCc2ccccc2C)=C(/C#N)C(=O)NCc2ccco2)cc1C
  9.1, -3.5, -5.2, 4.5, 0.0, 0.0, -7.5, 0.5, -5.5
19) CCc1cc(C(=O)c2ccc(OC)cc2)c(N)s1
  -3.5, 0.3, 5.1, 3.6, 0.0, 1.0, -3.7, 2.0, 0.4
20) CCc1nc(NC(=O)c2sc(C)nc2C)sc1C(=O)OC
  -0.4, -2.4, -5.9, -8.9, -0.3, 4.0, -0.8, -1.2, 4.6

Some values from above:
For MEX-5 binding, Cc1ccc(N/C(SCc2ccccc2C)=C(/C#N)C(=O)NCc2ccco2)cc1C reads 0.5
For Fam108B counter, COc1ccccc1/C=N/Nc1cc(N(C)C)nc(N(C)C)n1 reads 4.9

The list continues:
The line under a structure holds: VLA-4 inh, Bcl-xL primary, MCL1 BIM primary, GLD-1 RNA inh, Efflux pump mplx, GRK2 aptamer HTS, PME-1 inh, MEX-5 binding, Fam108B counter
21) COc1ccc(C2NC(c3ccc(OC)cc3)C(c3ccccc3)C(=O)C2c2ccccc2)cc1 (stereo unspecified)
  10.7, -8.1, -6.2, -0.3, -0.5, 1.0, -0.7, 0.4, -0.2
22) Cc1ccc(N(CC(=O)Nc2c(C)n(C)n(-c3ccccc3)c2=O)S(C)(=O)=O)cc1C
  7.9, 0.9, 1.0, -0.1, 0.1, 1.0, -5.8, 1.7, -7.0
23) O=c1c(C(c2ccccc2)c2c(O)sc3ccccc3c2=O)c(O)sc2ccccc12
  16.1, 7.6, 7.5, 9.8, -0.2, 4.0, -74.0, -0.4, -65.4
24) NS(=O)(=O)c1ccc(CNC(=O)Cc2ccccc2F)cc1
  1.6, 4.0, 1.2, 4.9, 0.1, 2.0, -4.2, ., -2.2
25) COc1ccc(-c2nnc(NC(=O)c3cc(C)on3)s2)cc1
  -2.0, 6.6, 9.2, 1.2, -0.1, 0.0, -2.8, -0.6, 3.4
26) O=C(Oc1ccccc1C(=O)Oc1ccccc1)c1cccnc1
  29.4, 5.7, 7.5, 4.5, 0.1, 0.0, 2.0, -1.1, -8.5
27) CCOC(=O)N1CCN(C(=O)CC(=O)Nc2ccc3nc4n(c(=O)c3c2)CCCCC4)CC1
  6.4, 6.4, 5.1, -1.3, 0.0, 1.0, -0.8, -3.7, 1.6
28) CCOC(=O)C1=C(C)Nc2ccccc2N=C1NC(=O)C(CC)c1ccccc1 (stereo unspecified)
  4.9, 1.6, 2.5, -3.7, 0.2, 1.0, -6.7, -1.6, -2.1
29) Cn1c(SCC(=O)Nc2ccc3c(c2)OCCO3)nnc1-c1cccnc1
  -5.2, -9.9, -7.0, 2.9, 0.1, 0.0, 0.6, 0.4, 3.3
30) COc1cccc(-c2cc(C(=O)Nc3c(C)n(C)n(-c4ccccc4)c3=O)no2)c1
  7.7, 2.1, -3.4, -4.8, 0.1, 0.0, 4.2, 2.7, -5.1
31) O=C(Nc1ccccc1)c1nc[nH]c1C(=O)NCCCCNC(=O)c1[nH]cnc1C(=O)Nc1ccccc1
  -57.8, ., ., 3.8, 0.8, 4.0, ., ., .
32) COc1ccc(OCC(=O)NNC(=S)NC(=O)C2CCCCC2)cc1
  -5.7, 10.4, 14.8, 5.3, -0.1, 5.0, 2.4, -2.5, -1.9
33) O=C(CCN1C(=O)c2ccccc2C1=O)OCn1nnc2ccccc2c1=O
  -2.0, 2.6, 3.9, 4.6, -0.2, 1.0, -12.4, -1.9, 0.0
34) O=C(CCC(=O)N(CC(=O)NC1CCCC1)Cc1ccccc1)Nc1nccs1
  -1.9, 7.1, 5.2, 10.9, 0.0, 3.0, 3.4, -2.2, 3.7
35) Cc1ccoc1C(=O)Nc1cccc2ccccc12
  3.5, ., ., ., -0.1, 5.0, ., -0.5, .
36) CC(C)(C)OC(=O)N1CCC(c2c(C(=O)O)cnn2-c2ccccc2Cl)CC1
  1.4, 1.5, 3.0, 2.0, 0.1, 3.0, -1.3, -1.0, -0.2
37) CCCCN(C(=O)CCC(=O)Nc1cc(C)on1)C(C(=O)NC1CCCC1)c1ccc(F)cc1 (stereo unspecified)
  19.4, -1.5, -0.9, -11.5, -0.2, 1.0, -1.1, -1.8, 0.0
38) CCOc1ccc(CNC(=S)NCc2ccc(OCC)cc2)cc1
  1.6, 3.3, 11.1, 3.3, 0.0, 3.0, 1.2, -2.9, 0.7
39) N#C/C(=N\Nc1ccc(Cl)cc1)C(=O)c1ccsc1
  5.2, 5.5, 7.8, -0.8, 0.4, 2.0, -3.6, -38.5*, -2.9
40) Cc1ccc(NC(=O)C(C)S)cc1 (stereo unspecified)
  -2.5, -1.6, -5.5, -4.6, 0.0, 3.0, 6.0, -0.4, -3.1
41) O=[N+]([O-])c1ccc(COc2ncnc3ccccc23)cc1
  24.6, 6.2, 7.3, -3.1, 0.3, 0.0, 2.1, 0.0, -0.1
42) CCCN(CC(=O)Nc1ccc(F)c(F)c1F)CC(=O)Nc1c(C)n(C)n(-c2ccccc2)c1=O
  -6.3, -4.8, 0.6, 2.3, -0.1, 0.0, -5.4, ., .
43) Cc1ccc2c(c1)N(C(=O)c1ccco1)C(C)(C)c1ssc(=S)c1-2
  2.7, 11.5, 19.6, -0.1, 0.0, 5.0, 12.2, 2.2, 2.7
44) CCCCOCCCNC(=O)c1cccs1
  3.8, 6.1, 6.4, 7.6, 0.0, 1.0, 0.7, -1.0, 6.2
45) COc1ccc(Cl)cc1NC(=O)CN(C)CC(=O)Nc1ccc(Br)cc1
  19.3, 4.5, 1.1, 2.4, -0.1, 0.0, 8.2, -1.7, -3.7
46) Cn1c(N)c(S(=O)(=O)NCc2ccccc2)c(=O)n(C)c1=O
  -8.4, -2.4, 11.2, 5.3, -0.1, 3.0, -8.5, 3.7, -1.6
47) O=C(O)CSCC(=O)Nc1ccc(S(=O)(=O)N2CCCCC2)cc1
  19.4, 3.3, 2.4, -6.5, 0.1, 0.0, 2.4, 0.6, 4.8
48) CC1CN(C(=S)Nc2ccccc2F)CC(C)O1 (stereo unspecified)
  7.5, 0.5, 5.0, 10.9, 0.1, 2.0, 1.9, 0.1, 0.8
49) CC(C#N)Sc1nnc(-c2ccccc2F)n1C1CC1 (stereo unspecified)
  1.9, 2.6, -5.1, -1.6, 0.1, 0.0, -2.8, -1.5, 3.8
50) CCOC(=O)c1ccc(NC(=O)CCc2nnc3ccc(N4CCCC4)nn23)cc1
  -2.6, 4.6, 4.5, -5.6, 0.0, 0.0, -3.6, 2.7, -6.5
51) CSc1nnc(-c2ccccc2SC)o1
  0.9, -3.5, -6.2, 1.2, 0.0, 0.0, 2.2, 1.6, -1.0
52) O=C(O)c1ccc(Nc2nc(-c3cccnc3)nc3ccccc23)cc1
  17.7, 10.8, 6.0, 1.1, -0.2, 1.0, -2.5, -5.1, 3.1
